Compound activity deposited in PubChem BioAssay by National Center for Advancing Translational Sciences (NCATS).
KDM5B inh: KDM5B demethylase inhibition; Q9UGL1; KDM5B demethylase, FDH-coupled NADH fluorescence (FDH is formaldehyde dehydrogenase); Potency, µM (top dose mostly 57.7 µM), for the others: at the highest dose activity change, negative = inhibition, actives largely listed as inhibitors; 220,000 tested, 2.6% active; active = well fitted inhibition curve with a large enough effect; inconclusive = small, poorly fitted or top-dose-only effect; inactive = no such curve, though single readings can be large or run the other way; also: 0% is about no effect; nearly all actives have a fitted effect of over 70% in size
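Compound dilutions met 200 nM (final) KDM5BΔAP for 10 min at room temperature before substrate addition. The substrate mix held 12.5 µM H3K4me3 with cofactors 25 µM α-ketoglutarate and 50 µM Fe²⁺. NADH signal gain over 30 min defined activity.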
Starred values were filed as active, the others as inactive; ? = inconclusive; [ ] = another dose, or the depositor's remark. Potency is read from the fitted curve at half-maximal effect. An excerpt; rates above refer to the full screens.

no.	compound	KDM5B inh
1	Cc1cc(Cl)ccc1-n1nc(C)c([C@@H]2C=C[C@@H](NC(=O)CCC(=O)O)C2)c1C	-14%[86.2 µM]
2	CSC(=O)c1ccccn1	8%
3	COc1ccccc1-c1[nH]ncc1CN1CCCCCNC(=O)[C@@H]2CCC[C@@H]21	?
4	COc1cc(OC)cc(C(=O)N2CCCC(c3noc(COc4ccccc4)n3)C2)c1 (stereo not drawn)	21%
5	Cc1ccccc1NC(=O)c1ccccc1NC(=O)c1ccccc1Cl	-21%
6	Cc1nc(CCn2ccnc2C)n(-c2ccc(S(N)(=O)=O)cc2)n1	?
7	COC(=O)c1cnn(-c2ccc(C(=O)Nc3ccc(C)cc3Br)cc2)c1N	11%
8	Cc1noc(-c2cn(C3CCN(C(=O)c4ccc(OC(F)(F)F)cc4)C3)nn2)n1 (stereo not drawn)	-11%

no.	compound	KDM5B inh
9	CCCNC(=O)NCCn1c(C)cnc1-c1ccncc1	-13%
10	Cn1cccc1CN1CCC(n2cc[nH]c2=O)CC1	-35%[86.2 µM]
11	CCCCCn1c(CN2CCN(c3ccc(OC)cc3)CC2)nc2c1c(=O)[nH]c(=O)n2C	?
12	CN(C)CCCn1c(=O)n(Cc2ccccc2)c(=O)c2c3c(sc21)CCCCC3	0%
13	O=C(Nc1ccc(F)cc1)C1CCCN(c2ncnc3c2nc2n3CCCCC2)C1 (stereo not drawn)	8%
14	Cc1ccc(C(=O)N2[C@@H]3CC[C@H]2CC(NC(=O)c2cnc(C)cn2)C3)cc1 (stereo partly drawn)	4%
15	CCC12CN3CC(C)(CN(C1)C3c1c[nH]c3ccccc13)C2=O (stereo not drawn)	7%
16	COc1ccc(C2=NOC3(CCN([S+](=O)([O-])c4cccs4)C3)C2)cc1 (stereo not drawn)	-23%

no.	compound	KDM5B inh
17	CCCCn1nnnc1CSc1nnc(-c2ccc(OC)cc2)n1-c1ccc(C)cc1	15%
18	O=C1COc2ccc(-c3cc(-c4ccc(F)cc4)c4c(n3)-c3cc(Cl)ccc3OC4)cc2N1	-25%
19	COc1ccc(NC(=O)C(=O)N/N=C(\C)CC(=O)Nc2ccccn2)c(OC)c1	-5%
20	COc1ccc(C(=O)N2CCC3(CC2)N=C(c2ccc(C)cc2)NO3)cc1OC	-22%
21	Cc1ccccc1-c1n[nH]c(=S)n1/N=C/C=C/c1ccco1	?
22	CCOc1ccc(NC(=S)N2CCN(S(=O)(=O)c3ccccc3)CC2)cc1	-10%
23	COCCC(=O)N1CCCCCC1CN1CCOCC1 (stereo not drawn)	19%
24	CCOC(=O)c1sc2nc(CN3CCC(C)CC3)[nH]c(=O)c2c1C	?

no.	compound	KDM5B inh
25	Cn1cnc(S(=O)(=O)N[C@@H]2CCOC[C@H]2Oc2ccc(C(N)=O)cc2)c1	28%
26	Cc1oc(-c2ccccc2)nc1CC(=O)NC12CC3CC(CC(C3)C1)C2	5%
27	FC(F)(F)c1ccc(/C=N/Nc2c(Cl)cc(Cl)cc2Cl)cc1	-9%
28	CCCCCOc1ccc(C(=O)O)cc1	1%
29	CN(C)c1cc2c(cc1NC(=O)c1ccc(F)cc1)n(C)c(=O)n2C	?
30	CCOC(=O)N1CCN(Cc2nnc(-c3cccc(Br)c3)o2)CC1	-11%
31	CCOC(=O)N1CCN(Cc2nc3cc([N+](=O)[O-])ccc3n2C(C)C)CC1	?
32	CCN(CC)S(=O)(=O)c1ccc(-c2nc(C#N)c(N3CCN(c4ccccc4)CC3)o2)cc1	22%

no.	compound	KDM5B inh
33	CN(C(=O)/C(C#N)=C\c1ccc(OC(F)F)cc1)C1CCCCC1	?
34	Cc1ccc(NC(=O)Cn2ccn3nc(-c4ccc(F)cc4)c(CO)c3c2=O)c(C)c1	?
35	O=C(c1ccc(Cl)cc1)N1CCN(c2nc3ccccc3s2)CC1	16%
36	CC(C)(C)n1ccc(C(=O)N2CCC3(CCCN(C4CCCC4)C3=O)C2)c1 (stereo not drawn)	21%
37	COc1ccc2cc(S(=O)(=O)c3cc(C)cc(C)c3)c(=O)oc2c1	?
38	Cc1ccccc1SCC(=O)N1CCc2sccc2C1c1cccs1 (stereo not drawn)	-22%
39	COc1ccc(C2CC(c3ccccc3)=NN2C(=O)COC(=O)/C=C/c2ccc(O)c(OC)c2)cc1 (stereo not drawn)	?
40	CCCNC(=O)c1cc(-c2ccccc2OC(C)C)nc2ccccc12	-30%

no.	compound	KDM5B inh
41	Cc1ccc(OCC(=O)Nc2ccc3nc(SCC(N)=O)sc3c2)cc1	3%
42	O=C(CNc1ccccc1)NNC(=O)c1cc(-c2ccccc2)nn1-c1ccccc1	0%
43	COc1ccc(CCN2Cc3cc(NC(=O)Cc4ccccc4)ccc3OC(C)C2=O)cc1 (stereo not drawn)	4%
44	CC1CCCCN1c1c(S(=O)(=O)c2ccc(Cl)cc2)cnc2ccccc12 (stereo not drawn)	-13%
45	O=C(Nn1cnnc1)c1ccc(Cl)cc1Cl	10%
46	Cc1cc(NC(=O)c2ccc3c(c2)N(C)C2CCCCN2C3=O)ccc1Br (stereo not drawn)	?
47	O=C(C[C@@H]1C[C@H]2O[C@H](CNCc3ccccc3C(F)(F)F)[C@@H](O)[C@H]2O1)N1CCC(F)(F)C1	11%
48	Cc1ccc(CSc2nnc(-n3c(=O)c(C#N)cc4c(=O)n5cc(C)ccc5nc43)s2)cc1	-16%

no.	compound	KDM5B inh
49	O=c1oc2ccc3ccccc3c2cc1-c1nnc(Nc2cccc(F)c2)s1	8%
50	O=C(COC(=O)/C=C/c1ccc2c(c1)OCO2)NC1CCS(=O)(=O)C1 (stereo not drawn)	?
51	O=C(O)c1c(F)c(F)c(F)c(F)c1-c1ccccc1	-5%
52	Cc1ccc(CN2CCCCC23Cc2ccccc2CNC3=O)cc1C (stereo not drawn)	-12%[115 µM]
53	Cc1cccc(-c2nc(C#N)c(NCc3ccco3)o2)c1	?
54	Cc1c(O)cccc1C(=O)N1CCCn2nc(C(=O)NCCN(C)C)cc2C1	-14%
55	COc1ccc(C=O)cc1COc1ccccc1C=O	12%
56	COC[C@@H]1CN(c2cnccn2)C[C@H]1C(=O)NCc1ccccc1OC	22µM*

5 entries drawn at random from those above, as already listed:
no.	compound	KDM5B inh
4	COc1cc(OC)cc(C(=O)N2CCCC(c3noc(COc4ccccc4)n3)C2)c1 (stereo not drawn)	21%
25	Cn1cnc(S(=O)(=O)N[C@@H]2CCOC[C@H]2Oc2ccc(C(N)=O)cc2)c1	28%
46	Cc1cc(NC(=O)c2ccc3c(c2)N(C)C2CCCCN2C3=O)ccc1Br (stereo not drawn)	?
10	Cn1cccc1CN1CCC(n2cc[nH]c2=O)CC1	-35%[86.2 µM]
36	CC(C)(C)n1ccc(C(=O)N2CCC3(CCCN(C4CCCC4)C3=O)C2)c1 (stereo not drawn)	21%

(more compounds)
no.	compound	KDM5B inh
57	Cc1ccccc1-n1cnnc1SCCC(=O)Nc1cccc(S(=O)(=O)N2CCCC2)c1	-9%
58	COc1ccc(-c2nc(C(C)C)nc3c2CCN(C(=O)c2ccccc2C)CC3)cc1	-2%
59	CC(C)C[C@@H]1N[C@H](C(=O)NC2CCCC2)Cc2cn(Cc3nccn3C)c3cccc1c23	?
60	COc1ccccc1CCC(=O)NCc1nnc2ccc(-c3ccc(C)cc3)nn12	-8%
61	O=C(NCc1ccc(OC(F)(F)F)cc1)C1CCN(S(=O)(=O)/C=C/c2ccccc2)CC1	-14%
62	COc1ccc(NC(=O)N2CCc3c(C(=O)N(C)C)cccc32)cc1	11%
63	COc1ccc(Cl)cc1NC(=O)CN(C)C(=O)Cn1[nH]c(=O)c2ccccc2c1=O	14%
64	Cc1cc(C)c(NC(=O)c2ccc3c(c2)CCC3)c(C)c1	18%

no.	compound	KDM5B inh
65	Cc1ccccc1C(=O)N(C)Cc1ccc(-c2ccccc2)cc1	5%[86.2 µM]
66	CC(=O)Nc1ccc(C)cc1-c1nnc(SCC(=O)Nc2cc(Cl)ccc2Cl)[nH]c1=O	19%
67	O=C1Nc2ccccc2OCC12CCN(Cc1ccccc1C(F)(F)F)CC2	29%
68	CCn1nc(-c2ccc(C)c(S(=O)(=O)NCc3ccccc3C)c2)c2c(c1=O)CCCC2	8%
69	Cc1nc(-c2ccncc2)[nH]c(=O)c1CC(=O)N(C)C(C)C(C)(C)C (stereo not drawn)	-8%
70	COCCN1CC(C(=O)NCCOc2ccccc2)CCC1=O (stereo not drawn)	-9%
71	COc1ccc(CC(NC(=O)c2ccc3c(c2)NC(=O)CCS3)c2ccc(OC)cc2)cc1 (stereo not drawn)	-20%
72	Cc1ccccc1Nc1cnc2ccc(-c3cccc(CO)c3)nn12	-1%[86.2 µM]

no.	compound	KDM5B inh
73	CCOc1cc(C2C(C(=O)OC)=C(C)NC3=C2C(=O)c2ccccc23)cc(Br)c1OCC (stereo not drawn)	?
74	O=C(C1CCOCC1)N1CCOC[C@H](Oc2ccc(C(F)(F)F)cn2)C1	13%[86.2 µM]
75	CCc1nc(C)c(C(=O)N2CCn3nc(C(O)Cc4ccccc4)cc3C2)o1 (stereo not drawn)	15%
76	CC(C)CCNC(=O)c1cnc2n1CCN(Cc1ccc(C(C)C)cc1)CC2	-1%[86.2 µM]
77	O=C(NCc1ccncc1)c1ccccc1Nc1ccccc1	-19%
78	Cc1ccc(NC(=O)CCC(=O)c2cccs2)c(Br)c1	9%
79	CN(Cc1csc(-c2ccccc2)n1)C(=O)CC1COCCN1 (stereo not drawn)	?
80	CCOc1ccc(C(=O)N2CCC(n3cc(-c4nc(CC)no4)nn3)C2)cc1 (stereo not drawn)	-10%

Nos. 1 to 2, quoted:
no.	compound	KDM5B inh
1	Cc1cc(Cl)ccc1-n1nc(C)c([C@@H]2C=C[C@@H](NC(=O)CCC(=O)O)C2)c1C	-14%[86.2 µM]
2	CSC(=O)c1ccccn1	8%

(further entries)
no.	compound	KDM5B inh
81	O=C(c1ccccc1)c1ccc(C2CC2)cc1	10%
82	COc1ccc(-c2nc3sc(CCNC(=O)C(=O)Nc4ccc(C)cc4C)c(C)n3n2)cc1	4%
83	c1ccc(-c2nnn(Cc3ncc(-c4ccccc4)o3)n2)cc1	-13%
84	CC(CCc1ccco1)NC(=O)C1CCN(c2ccc(C(F)(F)F)cn2)CC1 (stereo not drawn)	-26%
85	CC1CCN(C(=O)CC2Sc3ncccc3N(C)C2=O)CC1 (stereo not drawn)	-15%
86	O=C(Nc1cccc(C(F)(F)F)c1)c1c(-c2ccccc2)nc2n1CCS2(=O)=O	16%
87	Cc1cc(C(=O)NC2CCCN(Cc3ccc(Cl)cc3)C2)no1 (stereo not drawn)	17%
88	C[C@@H](c1ccccc1)N1C(=O)[C@@H]2CN(C(=O)c3cccnc3)CCN2C1=O	-3%[86.2 µM]

no.	compound	KDM5B inh
89	COc1ccccc1-c1cn(C)c(=O)n2cc(COc3ccc(C(=O)O)cc3)nc12	3%[86.2 µM]
90	COc1ccc(CN2CCn3c(nn(-c4ccc(Cl)cc4)c3=O)C2)cc1	?
91	CC(C)(C)CC(=O)NCCc1cccs1	-2%
92	CS(=O)(=O)c1ccc(O[C@H]2COCCN(Cc3ccc(-c4ccccc4)cc3)C2)cc1	?
93	Cc1cc2c(cc1S(=O)(=O)Nc1cccc(C#N)c1)OCC(=O)N2	-7%
94	COc1cc(C(=O)OC2/C=C(\C)CCC3OC3(C)CC(O)[C@@H]2C(C)C)cc(OC)c1OC (stereo partly drawn)	-14%
95	Cc1ccc(C2c3[nH]c4ccccc4c3CCN2C(=O)CCC2CCCC2)cc1 (stereo not drawn)	-25%
96	O=C(O)CNC(=O)c1ccc(NC(=O)/C(=C/c2cccc([N+](=O)[O-])c2)NC(=O)c2ccco2)cc1	-13%

no.	compound	KDM5B inh
97	CCN(CC)S(=O)(=O)c1cccc(NC(=O)c2nn(Cc3ccccc3)c(=O)c3ccccc23)c1	16%
98	Cc1cc(=O)n2[nH]c(CC(=O)N3CCn4nc(C(C)O)cc4C3)nc2n1 (stereo not drawn)	-20%
99	Cc1ccc([S+](=O)([O-])c2nnn3c2nc(NCc2ccncc2)c2ccccc23)cc1C	89µM*
100	O=C1CCC(CCC(=O)N[C@@H]2COCC[C@@H]2Oc2ccc(F)cc2)=NN1	-5%
101	CCc1cccc2c(C(=O)COC(=O)c3nn(C)c(=O)c4ccccc34)c[nH]c12	1%
102	CC(Sc1nc(-c2ccccc2)cs1)C(=O)NC1(C#N)CCCCC1 (stereo not drawn)	24%
103	Cc1nc(C(=O)N2CCC(c3n[nH]c(=O)n3Cc3ccccc3)CC2)c(C)o1	-19%
104	CCn1nccc1C(=O)N1CCCCCCN(C)C(=O)[C@@H]2CCC[C@@H]21	23%

no.	compound	KDM5B inh
105	O=C(NC1CCCC1)C(c1ccc(F)cc1)N(C(=O)c1csnn1)c1ccccc1F (stereo not drawn)	23%
106	CCOc1ccc(-n2c(=O)c3c(C)c(C(=O)N(C)C)sc3n(CC(=O)Nc3c(C)cc(C)cc3C)c2=O)cc1	-7%
107	O=C(O)CNS(=O)(=O)c1cccs1	12%
108	COC[C@H]1CCCN1C(=O)CC[C@H]1CNC(=O)[C@@H]2[C@@H](CCN2C)N1C	-34%[86.2 µM]
109	CCc1cccc2c(C(=O)COC(=O)c3c(C)noc3C)c[nH]c12	11%
110	Cc1cccc(OCC(=O)Nc2cc(-c3ccccc3F)nn2-c2ccccc2)c1	0%
111	COCCn1c(C)cnc1CC1CCN(C(=O)NCCc2ccccc2)C1 (stereo not drawn)	-3%
112	CCOC(=O)CSc1nc2ccccc2n2c(C)nnc12	-14%

no.	compound	KDM5B inh
113	CN(CC(=O)Nc1ccccc1C(F)(F)F)Cc1nc2ccccc2o1	4%
114	COCC(=O)N[C@H]1CO[C@H]2[C@@H]1OC[C@@H]2Nc1nccc(-c2cccc(C#N)c2)n1	?
115	Cc1ccc(C)c(N2CCN(c3ccncc3N)CC2)c1	0%
116	O=C(CC1CCCC1)N1CCCCCC1CN1CCCC1 (stereo not drawn)	-2%
